# Source: PubChem
# L3MBTL1 block – blocks human L3MBTL1; Q9Y468; AlphaScreen L3MBTL1–H3K9me1 peptide binding; Potency, µM (highest dose often 57.1 µM), for inactives: at the highest dose activity, negative = inhibition, hits mostly inhibitors; 0.66% of 230,000 active; AID 485360; active = well fitted inhibition curve with a large enough effect; inconclusive = small, poorly fitted or top-dose-only effect; inactive = no such curve, though single readings can be large or run the other way; also: nearly all actives have a fitted effect of over 60% in size
# Target sequence (Q9Y468 whole entry, looked up): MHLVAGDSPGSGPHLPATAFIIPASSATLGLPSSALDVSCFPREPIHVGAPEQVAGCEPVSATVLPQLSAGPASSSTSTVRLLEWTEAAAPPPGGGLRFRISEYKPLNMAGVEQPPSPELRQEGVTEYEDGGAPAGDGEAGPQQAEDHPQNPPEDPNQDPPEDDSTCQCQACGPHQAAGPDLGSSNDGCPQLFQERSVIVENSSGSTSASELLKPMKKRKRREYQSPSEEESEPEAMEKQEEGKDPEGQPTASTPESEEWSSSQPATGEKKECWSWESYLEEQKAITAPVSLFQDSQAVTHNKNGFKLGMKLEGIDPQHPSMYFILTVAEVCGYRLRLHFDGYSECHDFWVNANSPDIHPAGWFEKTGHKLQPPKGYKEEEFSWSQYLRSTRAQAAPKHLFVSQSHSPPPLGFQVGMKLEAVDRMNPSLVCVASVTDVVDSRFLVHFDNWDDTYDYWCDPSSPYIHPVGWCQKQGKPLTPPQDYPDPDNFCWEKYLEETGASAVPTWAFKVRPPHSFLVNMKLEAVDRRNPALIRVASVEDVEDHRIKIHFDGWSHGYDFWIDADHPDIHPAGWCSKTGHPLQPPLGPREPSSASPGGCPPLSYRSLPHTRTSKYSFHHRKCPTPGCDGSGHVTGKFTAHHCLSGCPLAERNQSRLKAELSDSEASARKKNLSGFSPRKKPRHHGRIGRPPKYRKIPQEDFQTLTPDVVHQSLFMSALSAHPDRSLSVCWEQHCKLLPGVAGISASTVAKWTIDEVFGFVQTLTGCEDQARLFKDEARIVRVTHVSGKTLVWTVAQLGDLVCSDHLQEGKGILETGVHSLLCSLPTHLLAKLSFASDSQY
#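 AlphaScreen assay: L3MBTL1 (50 nM final) was preincubated 30 min at room temperature with biotinylated H3(1-15)K9me1 peptide (75 nM final), then 30 min with library compounds; streptavidin donor and nickel chelate acceptor beads (10 ug/mL final) added, 30 min dark.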
# Numbers without * were called inactive; ? = inconclusive; [ ] = remark or other dose. % is scaled to controls: 0 for no effect and ±100 for the full control effect; potency is read from the fitted curve at half-maximal effect. Some of the compounds tested. The share of hits here may be higher or lower than overall.
SMILES,L3MBTL1 block
COc1ccc(N2CC(NC(=O)c3cccc4ccccc34)CC2=O)cc1OC (centres undefined),-6%
CCc1ccc(NC2=CC(=O)C(=O)c3ccccc32)cc1,-13%
CCOC(=O)c1cnc2c(C)cc(C)cc2c1NCCCN1CCOCC1,3%
O=S(=O)(Nc1ccc(-n2cnnn2)cc1)c1cccc(Cl)c1,7%
COc1ccc(CCNC(=O)C2CCN(S(=O)(=O)c3ccc(OC)cc3)CC2)cc1,0%
CCc1noc(C)c1C(=O)N(C)CC(=O)Nc1ccc(Br)cc1C,8%
COC(=O)c1cc(C(=O)OCC(=O)c2ccc3c(c2)NC(=O)CO3)cc([N+](=O)[O-])c1,2%
C[C@H](CO)N1C[C@H](C)[C@H](CN(C)C)Oc2ccc(NS(=O)(=O)c3ccc(F)cc3)cc2CC1=O,-4%
COc1cc(/C=C(\C(=O)O)c2ccc(S(=O)(=O)N3CCCC3)s2)cc(OC)c1,-16%
CN(CCOc1ccccc1)C(=O)c1cc(S(=O)(=O)N2CCOCC2)ccc1Cl,-3%
Cc1nc2cc(NC(=O)CS(=O)(=O)c3ccc(F)cc3)ccc2s1,-1%
CC(=O)Nc1ccc(C(=O)OCC(=O)c2ccc(S(=O)(=O)N3CCCCC3)cc2)cc1,-11%
CCc1noc(C)c1C(=O)Nc1cc(Cl)ccc1-n1cncn1,?
CCCCn1c(N)c(N(CC)C(=O)C2CCCC2)c(=O)[nH]c1=O,3%
CC(C)=CCC/C(C)=C/CNC(=O)C[C@H]1C[C@H](C(=O)N2CCOCC2)[C@@]2(CCC3CCCC3)c3[nH]c4cc(-c5ccco5)ccc4c3CCN2C1=O,-12%
Clc1ccccc1CN1CCSCC1,-5%[2.29 µM]
COc1ccc(S(=O)(=O)NCC(c2ccc3c(c2)OCO3)N2CCOCC2)cc1 (centres undefined),-13%
CC1(c2ccc(Cl)cc2)NC(=O)N(CC(=O)Nc2ccc(N3CCCCC3)cc2)C1=O (centres undefined),-17%
COc1ccc(S(=O)(=O)N2CCCCCC2)cc1C(=O)N(C)CCOc1ccccc1,11%
Cc1ccnc(Nc2nc(-c3ccc(F)cc3)cs2)c1,-25%
Cc1ccc(S(=O)(=O)NC(C)C(=O)OCC(=O)N(C)c2ccccc2)cc1 (centres undefined),8%
CC(C)(C)C(=O)NC1CC2CCCC(C1)N2C(=O)Nc1cccc(Cl)c1 (centres undefined),-5%
O=C(NCCC1CCCCN1S(=O)(=O)c1ccc(F)cc1)C(=O)NCc1ccncc1 (centres undefined),4%
CC1CN(C(=O)COC(=O)c2cnc(Cl)c(Cl)c2)CC(C)O1 (centres undefined),5%
COc1ccc(OCC(=O)NCCCNC(=O)COc2ccc(OC)cc2)cc1,3%

# Random excerpt: 5 compounds from above
SMILES,L3MBTL1 block
CC(=O)Nc1ccc(C(=O)OCC(=O)c2ccc(S(=O)(=O)N3CCCCC3)cc2)cc1,-11%
CN(CCOc1ccccc1)C(=O)c1cc(S(=O)(=O)N2CCOCC2)ccc1Cl,-3%
COC(=O)c1cc(C(=O)OCC(=O)c2ccc3c(c2)NC(=O)CO3)cc([N+](=O)[O-])c1,2%
O=C(NCCC1CCCCN1S(=O)(=O)c1ccc(F)cc1)C(=O)NCc1ccncc1 (centres undefined),4%
O=S(=O)(Nc1ccc(-n2cnnn2)cc1)c1cccc(Cl)c1,7%

# Following part.
SMILES,L3MBTL1 block
Cc1c(NC(=O)c2ccc(S(=O)(=O)Nc3ccccc3F)cc2)c(=O)n(-c2ccccc2)n1C,-1%
COCCSc1ccccc1C(=O)N1CCc2ccccc21,-1%
O=C(Cc1c(F)cccc1Cl)Nc1cc(S(=O)(=O)N2CCOCC2)ccc1N1CCOCC1,-8%
COCCNC(=O)C1CCCN(S(=O)(=O)c2ccc3c(c2)CC(C)N3C(=O)C2CC2)C1 (centres undefined),7%
Cc1ccccc1NC(=O)Cc1nc(COC(=O)/C=C/c2ccccc2)cs1,5%
CN(Cc1ccc(Cl)cc1Cl)C(=O)CN1C(=O)NC2(CCCC2)C1=O,8%
CCOc1ncccc1C(=O)Nc1cc(S(=O)(=O)N2CCCCC2)ccc1OC,-3%
OCCCNc1cc(-c2ccccc2)nc2cc(-c3ccc(F)cc3)nn12,10%
O=C(c1ccc(=O)[nH]n1)N1CCN(S(=O)(=O)c2ccccc2F)CC1,-7%
COc1cc2c(cc1OC)C(c1ccc(Br)cc1)N(C(=O)c1ccccc1C(=O)O)CC2 (centres undefined),1%
CC(C#N)(NC(=O)CN1CCN(S(=O)(=O)c2ccc(Br)cc2Cl)CC1)C1CC1 (centres undefined),-4%
O=C(COc1ccc(Cl)cc1)Nc1cc(NC(=O)COc2ccc(Cl)cc2)cc(C(=O)O)c1,0%
CC(=O)NCc1cc(Cl)c2cccnc2c1O,22µM*
CN1CCN(NC(=O)c2c(-c3ccccc3)sc3ccccc23)CC1,-2%
CC(=O)Nc1ccc(NC(=O)C(C)Sc2nnc(-c3ccc4c(c3)OCO4)o2)cc1 (centres undefined),4%
COc1ccc(CCC(C)NCc2cccc(Br)c2)cc1 (centres undefined),6%
CC1CCN(c2ccc3c(c2)S(=O)(=O)c2cccc(C(=O)NC4CC4)c2C3=O)CC1,1%
O=C(COc1ccc(Cl)cc1Br)N1CCN(c2ncccn2)CC1,6%
CCC(C)NC(=O)c1ccc(Cl)c(S(=O)(=O)Nc2ccccc2N2CCOCC2)c1 (centres undefined),10%
COc1ccc(C(=O)NCCS(=O)(=O)N2CCN(Cc3ccccc3)CC2)cc1,-1%
COc1cc(OC)cc(C(=O)NNC(=O)CN2C(=O)NC(C)(c3ccc(C)cc3)C2=O)c1 (centres undefined),-1%
CCn1nnnc1SCC(=O)N1CCCCC1,3%
CCOc1ccc(OCC(=O)N(C)c2c(N)n(Cc3ccccc3)c(=O)[nH]c2=O)cc1,14%
Cc1ccc(S(=O)(=O)N2CCN(C(=O)CN3C(=O)c4ccc([N+](=O)[O-])cc4C3=O)CC2)c(C)c1,2%
Cc1ccc(C)c(N=Cc2c(O)c3ccccc3oc2=O)c1,11%

# The closing seven compounds of the part above are carried over, then new ones follow:
SMILES,L3MBTL1 block
CCC(C)NC(=O)c1ccc(Cl)c(S(=O)(=O)Nc2ccccc2N2CCOCC2)c1 (centres undefined),10%
COc1ccc(C(=O)NCCS(=O)(=O)N2CCN(Cc3ccccc3)CC2)cc1,-1%
COc1cc(OC)cc(C(=O)NNC(=O)CN2C(=O)NC(C)(c3ccc(C)cc3)C2=O)c1 (centres undefined),-1%
CCn1nnnc1SCC(=O)N1CCCCC1,3%
CCOc1ccc(OCC(=O)N(C)c2c(N)n(Cc3ccccc3)c(=O)[nH]c2=O)cc1,14%
Cc1ccc(S(=O)(=O)N2CCN(C(=O)CN3C(=O)c4ccc([N+](=O)[O-])cc4C3=O)CC2)c(C)c1,2%
Cc1ccc(C)c(N=Cc2c(O)c3ccccc3oc2=O)c1,11%
COC(=O)c1ccc(COC(=O)CNC(=O)c2ccc(C)s2)cc1,-7%
COc1ccc(CCNC(=O)C2CCN(C(=O)c3ccc(F)cc3)CC2)cc1,13%
CCC(C)NC(=O)c1ccc(NC(=O)CC2SC(N3CCCCC3)=NC2=O)cc1 (centres undefined),4%
Cc1cc(C(=O)NNC(=O)c2sccc2C)c(C)o1,23%
Cc1noc(C)c1NC(=O)Nc1cccc2c1O[C@H](CN(C)S(=O)(=O)c1ccc(F)cc1)[C@@H](C)CN([C@H](C)CO)C2=O,1%
CC1CC1C(=O)OCC(=O)Nc1cc(S(=O)(=O)N2CCCCC2)ccc1Cl (centres undefined),0%
CCCCN(C(=O)CCSc1ccc(F)cc1)c1c(N)n(Cc2ccccc2)c(=O)[nH]c1=O,0%
CC(=O)c1ccc(S(=O)(=O)N2CCN(C(=O)CN3C(=O)NC4(CCCC4)C3=O)CC2)cc1,0%
N#CCC(=O)Nc1ccc(C(=O)OCC(=O)c2c[nH]c3ccccc23)cc1,-9%
CCCCOc1ccc(C(=O)Nc2ccc3c(c2)C(=O)NC3=O)cc1,-1%
O=C(Cc1ccc(F)cc1)N[C@@H]1c2ccccc2CC[C@H]1OCc1ccccc1,5%
COc1ccc(NC(=O)C2=CC(c3ccc(OC)c(OC)c3)=NS(=O)(=O)N2C)cc1,-15%
COc1ccc2oc(C(=O)NCc3ccccc3CN3CCCC3)c(C)c2c1,-4%
O=C(C[C@H]1C/C=C\C[C@H](NC(=O)OCC2c3ccccc3-c3ccccc32)C(=O)OC[C@@H]2CCCN2C1=O)NCCO,3%
C[C@H](CO)N1C[C@H](C)[C@@H](CN(C)C(=O)NC2CCCCC2)Oc2ccc(NS(=O)(=O)c3ccc(F)cc3)cc2C1=O,-2%
Cc1ccc(S(=O)(=O)NCCC(=O)NCCOc2ccccc2)cc1,7%
CN(C)S(=O)(=O)c1ccc(Cl)c(C(=O)NNC(=O)Cn2ccc(C(F)(F)F)n2)c1,1%
O=C1CC2(CCN(C(=O)c3ccc([N+](=O)[O-])cc3)CC2)Oc2ccccc21,-2%
CC(OC(=O)c1ccc(-n2cnnn2)cc1)C(=O)Nc1ccc(F)c(F)c1F (centres undefined),-3%
O=C(O)c1cccc(NC(=O)c2ccc(COc3ccc(Cl)cc3)cc2)c1,1%
COC(=O)c1cc(S(=O)(=O)NCc2ccc3c(c2)OCO3)c[nH]1,15%
COc1cc(OC)cc(C(=O)NC(c2ccccc2)c2ccccc2)c1,1%
CCOc1ccc(NC(=O)CN(C)C(=O)c2ccc(N3CCCCC3)c([N+](=O)[O-])c2)cc1OCC,-3%
COc1ccc(Nc2nc(C)cc(C)n2)cc1Cl,7%
CCC/C(C#Cc1ccsc1)=C1/c2ccccc2C(=O)N1c1ccccc1,25%

# Look-ups from the list:
# In L3MBTL1 block, COc1ccc2oc(C(=O)NCc3ccccc3CN3CCCC3)c(C)c2c1 shows -4%
# In L3MBTL1 block, COC(=O)c1ccc(COC(=O)CNC(=O)c2ccc(C)s2)cc1 shows -7%

# Continued.
SMILES,L3MBTL1 block
Cc1ccc(COC(=O)c2cc(S(=O)(=O)N3CCOCC3)ccc2C)cc1,30%[activator]
COc1ccc(CCNC(=O)C2CCN(C(=O)c3ccc(Cl)cc3)CC2)cc1OC,3%
Cc1ccccc1OCC(=O)Nc1cccc(S(=O)(=O)NC2=NCCCCC2)c1,6%
CCOc1ccc(NC(=O)CN(C)C(=O)C2CC(=O)N(c3ccc4c(c3)OCCO4)C2)cc1OCC (centres undefined),-5%
Cc1ccc(S(=O)(=O)NCc2ccccn2)c(C)c1,0%
O=C(N/N=C\c1c(O)ccc2ccccc12)c1ccc(O)cc1,-5%
COc1ccc(S(=O)(=O)Nc2cc3c4c(c2)CCC(=O)N4CCC3)cc1C,8%
COC(=O)c1ccc(CNC(=O)COC(=O)c2ccccc2-c2ccccc2)cc1,9%
CS(=O)(=O)N(CC(=O)N1CCCC1)c1cccc(F)c1,-2%[2.29 µM]
CCOC(=O)C1=C(COC(=O)CCOc2ccccc2C)NC(=O)NC1C (centres undefined),-8%
COCCn1c(C)cc(C(=O)COC(=O)c2ccc(S(=O)(=O)N(C)C)cc2)c1C,0%
Cn1c(SCC(=O)Nc2nccs2)nnc1-c1cccnc1,2%
COc1ccc(-c2cn3c(C)c(C(=O)NC(C)(C)C)sc3n2)cc1,-1%
CC1(C)ON(C2CCCCC2)[C@H]2c3nc4ccccc4n3C[C@H]21,4%
Cc1ccc(C(=O)Nc2ccc3c(c2)OCCO3)cc1S(=O)(=O)N1CCOCC1,-2%
Cc1cccc(C)c1NC(=O)c1cnn(-c2ccccc2)c1C,12%
C[C@H](CO)N1C[C@H](C)[C@@H](CN(C)C(=O)Nc2ccc3c(c2)OCO3)Oc2c(NS(=O)(=O)c3ccc(F)cc3)cccc2C1=O,10%
CC(C)CCCC(C)NC(=O)c1cc(S(=O)(=O)N2CCCCC2)ccc1N1CCOCC1 (centres undefined),6%
CC1CCCCN1C(=S)NC(=O)c1ccco1 (centres undefined),-3%
O=C(COC(=O)c1ccc(O)cc1)Nc1cccc(S(=O)(=O)NC2=NCCC2)c1,-6%
O=C(Cn1cc(C(F)(F)F)ccc1=O)Nc1ccc2c(c1)OCCO2,2%
COc1ccc(NC(=O)CCCc2nc3ccccc3c(=O)[nH]2)cc1Cl,-1%
CN1CCN(S(=O)(=O)c2cccc(C(=O)N(C)CC(=O)Nc3ccc(F)c(F)c3F)c2)CC1,7%
COc1cccc(NC(=O)CN(C)C(=O)CSCc2nc3scc(-c4cccs4)c3c(=O)[nH]2)c1,-1%
Cc1nn(C(=O)N(C)C)c(C)c1CN1C(=O)c2ccccc2C1=O,-2%

# The results go on.
SMILES,L3MBTL1 block
O=C(CN1C(=O)NC2(CCCC2)C1=O)NNC(=O)c1ccc(Br)cc1,-1%
COc1ccc(C)cc1-n1nnnc1SC(C)C(=O)NC1CCCC1 (centres undefined),4%
CC(CCc1ccccc1)NC(=O)CCNC(=O)c1ccccc1Cl (centres undefined),3%
CCC(=O)Nc1ccc(NC(=O)c2ccc3ccccc3c2)cc1,-8%
COC(=O)[C@]1(C)CCC[C@@]2(C)C3CC[C@@]4(C)C[C@]3(CCC21)CC(=O)N4 (some centres undefined),-2%
CCCCn1c(N)c(N(CC(C)C)C(=O)c2cnc(C)cn2)c(=O)[nH]c1=O,-6%
COc1cccc(OC)c1C(=O)OCC(=O)N1CCC(Cc2ccccc2)CC1,-1%
CCOc1ccc(S(=O)(=O)N2CCOCC2)cc1NS(=O)(=O)c1ccc(OC)c([N+](=O)[O-])c1,10%
Cc1ccc(C(=O)OCc2nnc(-c3ccccc3)o2)s1,10%
COc1ccc(CC(=O)OCC(=O)Nc2ncc(Cl)c(C)c2Cl)cc1,-9%
CN(CC(=O)N1CCCCCC1)S(=O)(=O)c1ccc(Br)cc1,-3%
COc1ccc(C)cc1NC(=O)COC(=O)c1ccc2ccccc2n1,4%
Cc1cc(C)c(C(=O)COC(=O)C2CC3CCCC(C2)C3=O)c(C)c1 (centres undefined),5%
Cc1nn(-c2ccccc2)c(C)c1C(=O)OC(C)C(=O)Nc1ccc(C(N)=O)cc1 (centres undefined),3%
NC(=O)C1CCN(CC(=O)Nc2nccs2)CC1,5%
COc1ccc(C2=CC(=O)C[C@H](c3ccc(F)cc3)C2)cc1OC,-8%
